Assay outcomes (PubChem BioAssay)
BH1578 lux ind = inducers of Vibrio cholerae quorum light production without autoinducers; V. cholerae BH1578 lux reporter, luminescence, 6 h; activation, % at 18.7 µM; 350,000 compounds, 0.16% hits; AID 588436; in the data active = activation mostly above about 9.7%, no sharp cut-off; also: not every result past the cut was called active; inactives centre near 0; reference of the scale not given here
TcdB inh = blocks C. difficile toxin B glycohydrolase activity | P18177 | TcdB glycohydrolase enzymatic assay, plate reader | inhibition, % at 9.99 µM | 350,000 compounds, 0.24% hits; in the data active = inhibition above about 10%
PriA SSB inh = K. pneumoniae PriA-SSBct interaction inhibition; AlphaScreen SSBct-PriA binding, biotinylated peptide; inhibition, % at 33 µM; 430,000 compounds, 0.6% hits; in the data active = inhibition mostly above about 37%, no sharp cut-off; inactive = mostly below about 20%;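 also: plate controls were negative control peptide for no effect and reference peptide for full effect; strong numbers were not always called active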
MazEF act = increases E. coli MazEF RNase cleavage of RNA; activation, % at 20 µM; FAM/BHQ RNA-DNA oligo cleavage fluorescence, 5 h; P0AE70; 350,000 compounds, 0.32% hits; AID 504720; in the data active = activation above about 50%
Target sequence (P0AE70 whole entry, looked up): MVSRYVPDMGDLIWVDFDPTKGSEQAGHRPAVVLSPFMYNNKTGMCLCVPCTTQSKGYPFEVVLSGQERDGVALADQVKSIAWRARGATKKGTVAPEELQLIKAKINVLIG
3CLpro inhibitor = SARS-CoV 3CLpro protease inhibition; P0C6X7; recombinant SARS-CoV 3CLpro, quenched FRET peptide cleavage; inhibition, % at 6 µM; 290,000 compounds, 0.14% hits; AID 1706; in the data active = inhibition above about 12%
CCHF vOTU inh = blocks the CCHF virus ovarian tumor domain protease | inhibition, % at 11.5 µM | CCHFV vOTU protease, Pep-AMC fluorescence | 370,000 compounds, 0.55% hits; in the data active = inhibition above about 30%; also: 0% = vehicle wells with enzyme and 100% = no enzyme wells
Rv3671c inh = Rv3671c (M. tuberculosis) protease inhibition | 320,000 compounds, 0.048% hits | inhibition, % at 5.96 µM | P9WHR9; in the data active = inhibition above about 38%;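 also: extracellular domain of Rv3671c used as enzyme; 0% = enzyme with DMSO and 100% = no enzyme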
Target sequence (P9WHR9 whole entry, looked up, the tested form may be a part): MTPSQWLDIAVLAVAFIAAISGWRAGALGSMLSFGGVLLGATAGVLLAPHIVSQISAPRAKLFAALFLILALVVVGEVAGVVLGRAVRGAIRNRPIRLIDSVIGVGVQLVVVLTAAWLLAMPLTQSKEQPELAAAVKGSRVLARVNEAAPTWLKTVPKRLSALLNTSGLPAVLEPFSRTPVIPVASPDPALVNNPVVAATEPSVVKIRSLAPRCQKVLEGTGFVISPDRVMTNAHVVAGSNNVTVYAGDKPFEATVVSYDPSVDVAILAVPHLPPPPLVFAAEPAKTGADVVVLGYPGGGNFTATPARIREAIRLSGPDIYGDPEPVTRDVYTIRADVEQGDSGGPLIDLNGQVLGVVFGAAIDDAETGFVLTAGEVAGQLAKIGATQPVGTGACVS
DUSP3 inh = blocks human VHR1 dual specificity phosphatase | recombinant VHR phosphatase, pNPP absorbance | P51452 | AID 1654 | 290,000 compounds, 0.52% hits | inhibition, % at 13.3 µM; in the data active = inhibition above about 50%; also: some compounds called inactive have numbers as strong as hits
Target sequence (P51452 whole entry, looked up): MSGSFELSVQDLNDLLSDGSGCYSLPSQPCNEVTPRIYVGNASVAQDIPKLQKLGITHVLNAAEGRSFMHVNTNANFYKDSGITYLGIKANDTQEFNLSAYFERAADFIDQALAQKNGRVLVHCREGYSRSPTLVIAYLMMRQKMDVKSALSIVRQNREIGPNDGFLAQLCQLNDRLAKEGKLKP
Yp Topo-I inh = blocks Yersinia pestis topoisomerase I activity; Y. pestis Topo-I cleavage product accumulation, plate reader; activity, % at 10 µM; 360,000 compounds, 0.064% hits; AID 504884; in the data active = activity above about 50%, passing the limit was not always enough; also: inactives centre near 2
PrPC TRFRET = cell surface PrPC inhibition, primary TR-FRET screen; TR-FRET read-out; 370,000 compounds, 0.43% hits; AID 720596; inhibition, % at 13.8 µM; P04156; in the data active = inhibition above about 24%; also: 0% = median of the test wells and 100% = reference compound wells
Active calls of the source: *; i = inactive; · = no result given. Not all compounds are listed. The share of hits here may be higher or lower than overall.

Letters: A = BH1578 lux ind; B = TcdB inh; C = PriA SSB inh; D = MazEF act; E = 3CLpro inhibitor; F = CCHF vOTU inh; G = Rv3671c inh; H = DUSP3 inh; I = Yp Topo-I inh; J = PrPC TRFRET
O=C(NCc1cccnc1)c1cnc2n(c1=O)CCS2
  A: i; B: ·; C: -3.0; D: 3.1; E: -2.3; F: 5.7; G: 9.6; H: 7.5; I: 7.3; J: -1.2
Cc1cc(=O)[nH]c(SCC(=O)C23CC4CC(CC(C4)C2)C3)c1C#N
  A: 2.9; B: ·; C: -13.6; D: -5.9; E: 0.1; F: 5.9; G: -0.8; H: -2.4; I: -6.1; J: 0.0
CCNC(=S)N1CCC(c2nc3cc(C)c(C)cc3[nH]2)CC1
  A: -0.5; B: 1.4; C: 2.0; D: 12.9; E: 0.2; F: -11.9; G: -6.5; H: 12.1; I: -6.2; J: -4.5
Cc1ccc(-n2c(C)c(C)c3c(NCCO)ncnc32)cc1
  A: i; B: -0.9; C: 8.0; D: 2.2; E: -1.6; F: 1.3; G: -2.6; H: -28.6; I: 4.0; J: -2.0
CCCN=C(Nc1ccc(Cl)cc1)c1cccnc1
  A: -0.4; B: ·; C: -7.3; D: -1.2; E: 0.1; F: -2.9; G: -12.6; H: 21.4; I: 2.1; J: -1.3
Cc1cc(C)c(C)c(S(=O)(=O)N2CCC(C(=O)N(C)Cc3nc4ccccc4c(=O)[nH]3)CC2)c1C
  A: -2.7; B: 0.0; C: 2.3; D: -0.2; E: ·; F: 6.1; G: ·; H: ·; I: -4.3; J: 1.9
COc1ccc(-c2cc(C(F)F)n3ncc(C(=O)N4CCCc5ccccc54)c3n2)cc1
  A: i; B: -9.2; C: -11.8; D: 21.5; E: 0.2; F: -3.4; G: -1.5; H: 26.4; I: 0.7; J: 4.4
CCc1ccc(NS(=O)(=O)c2cccs2)cc1
  A: 21.4*; B: 2.6; C: -10.7; D: 4.4; E: -4.4; F: -10.9; G: -1.3; H: 2.3; I: 5.2; J: -1.1
O=C1c2ccccc2C(=O)N1c1ncccn1
  A: i; B: ·; C: -5.2; D: 9.3; E: 1.0; F: 4.4; G: -1.4; H: 14.2; I: -5.1; J: 6.5
Oc1ccc(-c2onc(C(F)(F)F)c2-c2cscn2)c(O)c1
  A: i; B: ·; C: 4.8; D: 10.8; E: -4.7; F: 4.1; G: -5.5; H: -4.1; I: 0.4; J: 4.6
Cc1ccc(/C=C(\C#N)C(=O)NCc2ccco2)o1
  A: i; B: 0.4; C: -2.4; D: 8.7; E: 1.2; F: 2.4; G: -4.2; H: 19.9; I: -2.1; J: 7.3
Cc1ccc(-n2c(=O)c(C#N)cc3c(=O)n4ccccc4nc32)cc1
  A: -0.3; B: ·; C: -10.2; D: -14.0; E: 3.3; F: -79.8; G: 2.6; H: 19.2; I: -3.9; J: -5.7
COc1ccc(S(=O)(=O)N2CCOC2CNC(=O)C(=O)NCc2ccc3c(c2)OCO3)cc1C (configuration not stated)
  A: -0.4; B: 3.8; C: ·; D: -2.0; E: ·; F: 13.9; G: ·; H: ·; I: 23.7; J: -2.3
O=C(c1cc(C2CCCCN2S(=O)(=O)Cc2ccccc2)on1)N1CCOCC1 (configuration not stated)
  A: i; B: 1.3; C: ·; D: ·; E: ·; F: -12.3; G: ·; H: ·; I: 7.9; J: 3.4
O=C(CC(c1ccccc1)c1ccccc1)NCC(O)c1ccc([N+](=O)[O-])cc1 (configuration not stated)
  A: -4.0; B: 0.8; C: 1.3; D: -5.3; E: 4.1; F: 5.1; G: -1.2; H: -2.9; I: -3.0; J: -15.9

Only BH1578 lux ind and Yp Topo-I inh (4 entries from above):
| SMILES | BH1578 lux ind | Yp Topo-I inh |
| --- | --- | --- |
| Oc1ccc(-c2onc(C(F)(F)F)c2-c2cscn2)c(O)c1 | i | 0.4 |
| O=C(NCc1cccnc1)c1cnc2n(c1=O)CCS2 | i | 7.3 |
| COc1ccc(S(=O)(=O)N2CCOC2CNC(=O)C(=O)NCc2ccc3c(c2)OCO3)cc1C (configuration not stated) | -0.4 | 23.7 |
| COc1ccc(-c2cc(C(F)F)n3ncc(C(=O)N4CCCc5ccccc54)c3n2)cc1 | i | 0.7 |

Other entries:
Letters: A = BH1578 lux ind; B = TcdB inh; C = PriA SSB inh; D = MazEF act; E = 3CLpro inhibitor; F = CCHF vOTU inh; G = Rv3671c inh; H = DUSP3 inh; I = Yp Topo-I inh; J = PrPC TRFRET
CC(=O)Nc1cc2c(cc1[N+](=O)[O-])-c1ccccc1C2=NO
  A: i; B: 0.2; C: -2.0; D: 3.9; E: ·; F: 3.9; G: ·; H: ·; I: -9.2; J: -17.1
CC(=O)N[C@H](Cc1c[nH]c2ccccc12)C(=O)O
  A: i; B: 0.4; C: -4.0; D: 4.8; E: ·; F: -0.7; G: -4.2; H: ·; I: 5.2; J: -1.9
COc1ccccc1NC(=O)Cn1c(CCC(=O)O)ccc1-c1ccc(C)cc1
  A: -0.3; B: 0.1; C: 5.4; D: -8.5; E: -1.5; F: 8.8; G: 6.7; H: -6.2; I: 9.6; J: 11.8
COc1ccc(C2C(C#N)=C(N)OC3=C2C(=O)CCC3)cc1Cn1cc([N+](=O)[O-])cn1 (configuration not stated)
  A: -1.3; B: 0.7; C: -13.2; D: 2.5; E: -1.3; F: -7.9; G: -0.9; H: 16.9; I: 0.0; J: 3.0
O=C(Nc1ccc(Cl)cc1C(=O)N1CCCC1)c1cccc([N+](=O)[O-])c1
  A: 8.3; B: -0.2; C: -9.7; D: 0.0; E: -2.1; F: -6.8; G: -0.3; H: -2.1; I: -6.6; J: 6.8
COc1ccc(C2C3C(C)=NN=C3CC(C)(O)C2C(C)=O)cc1 (configuration not stated)
  A: i; B: ·; C: -4.2; D: 0.1; E: 1.4; F: -6.0; G: 4.8; H: -0.9; I: 0.5; J: -3.0
CCNC(=O)C1(C)CCCN1C(=O)c1ccc(N(C)C)cc1 (configuration not stated)
  A: i; B: -0.1; C: ·; D: ·; E: ·; F: 12.1; G: ·; H: ·; I: -6.0; J: -4.2
COc1ccc(NC(=O)Cc2nnc(SCC(=O)Nc3ccc(F)cc3)n2C)cc1
  A: -0.2; B: -2.5; C: -20.9; D: -11.8; E: -3.2; F: -1.9; G: -5.0; H: 10.1; I: -3.0; J: 13.0
Cc1cc(C)n2nc(SCC(=O)N(Cc3ccccc3)C3CCS(=O)(=O)C3)nc2n1 (configuration not stated)
  A: -1.0; B: 1.1; C: -4.1; D: -1.0; E: 3.9; F: -14.2; G: 3.7; H: 23.3; I: 5.5; J: -1.9
CC1CN(c2ccc(C(F)(F)F)cc2[N+](=O)[O-])CCN1S(C)(=O)=O (configuration not stated)
  A: -0.4; B: ·; C: 7.8; D: 15.9; E: -6.5; F: -0.5; G: -3.3; H: 0.1; I: -0.7; J: -9.6
Nc1ccccc1Nc1cccc(C(F)(F)F)c1
  A: i; B: -0.2; C: 42.9*; D: 7.4; E: 5.9; F: 4.5; G: 3.0; H: 9.3; I: -0.2; J: -11.6
CN(CCC(=O)Nc1cc(S(=O)(=O)N(C)C)ccc1Cl)CC(=O)Nc1ccc(F)cc1
  A: -1.5; B: 1.1; C: -6.0; D: -0.6; E: -5.5; F: 7.9; G: -0.3; H: 5.8; I: -11.1; J: -6.0
Cc1ccc(-n2c(C)n[nH]c2=S)cc1C
  A: 0.0; B: 0.3; C: -0.6; D: 4.9; E: 2.0; F: -0.5; G: 4.7; H: 31.5; I: 1.3; J: -1.6
CCOc1ccc(NC(=O)CN(C)C(=O)C2CCN(c3ncnc4sc(C)c(C)c34)CC2)cc1OCC
  A: i; B: 0.0; C: -5.2; D: 3.4; E: 2.0; F: -0.2; G: -6.8; H: 4.4; I: 29.4; J: -2.4
CC(OC(=O)c1cc2sccc2n1C)C(=O)NC(C)(C)C (configuration not stated)
  A: -0.3; B: 2.8; C: -7.8; D: -35.2; E: 4.6; F: -2.9; G: -13.8; H: -0.9; I: -3.3; J: 9.3
O=C(Nc1ccc(OC(F)(F)F)cc1)C1CCCN(S(=O)(=O)c2cccnc2)C1 (configuration not stated)
  A: -0.5; B: ·; C: -10.9; D: 0.7; E: 2.2; F: 16.8; G: 0.1; H: 10.7; I: -1.7; J: 6.3
O=C(c1cnc2n(c1=O)CCS2)N1CCc2ccccc21
  A: -0.2; B: 0.7; C: 8.7; D: 6.1; E: 2.1; F: 2.7; G: 1.0; H: -28.7; I: 2.8; J: -1.1
O=S(=O)(Nc1ccccc1N1CCOCC1)c1ccc(Cl)cc1
  A: -0.2; B: -0.3; C: 1.7; D: -3.9; E: ·; F: ·; G: -3.8; H: ·; I: 9.4; J: ·
O=C(CCN1C(=O)S/C(=C/c2ccc(Cl)cc2)C1=O)N1CCOCC1
  A: 0.0; B: ·; C: 2.8; D: 1.1; E: -1.6; F: -1.0; G: 8.6; H: -7.8; I: -4.7; J: -2.5
O=C(Nc1ccccc1)OCCOc1ccc(Cl)cc1Cl
  A: i; B: -6.9; C: -3.7; D: -6.5; E: ·; F: 3.3; G: ·; H: ·; I: 12.5; J: 4.5
O=C1NC[C@H](c2ccccc2)OC(=O)[C@@H](Cc2ccc(F)cc2)C/C=C\C[C@H]1CC(=O)N(CCO)Cc1ccccc1
  A: -4.5; B: 1.5; C: 4.5; D: 6.4; E: ·; F: 15.3; G: -4.1; H: ·; I: 16.3; J: -0.3
CCc1cc[n+](-c2nc3ccccc3nc2[N-]S(=O)(=O)c2ccc(Br)s2)cc1
  A: -1.4; B: ·; C: 6.6; D: -448.3; E: 3.7; F: 10.3; G: -2.9; H: 11.5; I: 20.0; J: -41.2
CC(C)[C@H](NC(=O)c1ccccc1)C(=O)OCC(=O)c1ccc(S(=O)(=O)N2CCCCC2)cc1
  A: i; B: -2.7; C: 7.8; D: -1.6; E: ·; F: 7.9; G: -6.8; H: ·; I: 22.9; J: 7.7
Cc1cc2c(o1)CC(C)(C)CC2=O
  A: -0.5; B: 0.0; C: -9.4; D: 3.0; E: -0.3; F: 8.7; G: -1.3; H: 5.8; I: 8.4; J: -2.5
CCOC(=O)c1c(C)[nH]c(C(=O)OCC(=O)c2ccc(OC)cc2OC)c1C
  A: -2.6; B: -0.1; C: 7.2; D: -20.1; E: ·; F: 9.0; G: -1.0; H: ·; I: -8.2; J: 8.2
COc1ccc(Cl)cc1NC(=O)Nc1cc(C)on1
  A: -0.8; B: -0.2; C: -15.9; D: -23.9; E: 3.2; F: 21.3; G: -18.8; H: 5.4; I: -0.6; J: 6.3
Oc1cc(Cc2ccccc2)cnc1CN1CCOCC1
  A: -3.3; B: ·; C: -8.0; D: 4.2; E: 6.0; F: 5.3; G: 0.1; H: 10.2; I: 11.1; J: -2.4
Cc1cc(-c2cc(C(=O)NCc3ccccc3)on2)nc(S(C)(=O)=O)n1
  A: i; B: 0.9; C: -1.4; D: 6.2; E: ·; F: -3.9; G: -5.3; H: -15.5; I: 2.0; J: -4.7
O=C(c1cccc(F)c1)N1CCCN(C(=O)c2cccc(F)c2)CC1
  A: -1.6; B: ·; C: -4.2; D: 2.1; E: 6.8; F: 0.1; G: 2.1; H: 2.6; I: -1.5; J: -5.1
COc1ccc(NC(=O)c2sc(=O)n(Cc3cccc(C(F)(F)F)c3)c2C)cc1OC
  A: -0.4; B: 2.3; C: ·; D: ·; E: ·; F: 15.0; G: ·; H: ·; I: 20.3; J: 12.1
COc1ccc2[nH]cc(CCNC(=O)COc3ccc4ccc(=O)oc4c3)c2c1
  A: -0.3; B: 0.2; C: -0.6; D: 12.8; E: -3.5; F: 2.5; G: -3.0; H: 16.5; I: 3.3; J: -1.2
CC(Sc1nnc(-c2ccccc2F)n1C1CC1)C(=O)NCc1ccco1 (configuration not stated)
  A: -0.6; B: 2.0; C: 5.7; D: -0.6; E: ·; F: 10.7; G: -8.7; H: ·; I: 3.0; J: -7.3
Cn1cccc1C(=O)NCCc1ccccc1
  A: -0.1; B: 0.6; C: 4.4; D: -22.3; E: -7.4; F: 1.6; G: -6.2; H: 33.9; I: 0.9; J: -5.2
